Bioassay records (PubChem)
CHRM5 antagonist = human M5 muscarinic receptor antagonists, primary screen, CHO cells, Fluo-8 calcium fluorescence; Muscarinic acetylcholine receptor M5 (Homo sapiens), P08912; CHO-hM5 cells, ACh EC80; inhibition, % at 3 µM; actives 0.59% (n = 360,000); AID 624040, 2012;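 active = inhibition above a per-plate cutoff, the mean of that plate's test compounds plus 3 SD, cut at about 27% in these data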;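 note: 0% = acetylcholine EC80 with DMSO and 100% = DMSO without agonist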
Target sequence (P08912 whole entry, looked up): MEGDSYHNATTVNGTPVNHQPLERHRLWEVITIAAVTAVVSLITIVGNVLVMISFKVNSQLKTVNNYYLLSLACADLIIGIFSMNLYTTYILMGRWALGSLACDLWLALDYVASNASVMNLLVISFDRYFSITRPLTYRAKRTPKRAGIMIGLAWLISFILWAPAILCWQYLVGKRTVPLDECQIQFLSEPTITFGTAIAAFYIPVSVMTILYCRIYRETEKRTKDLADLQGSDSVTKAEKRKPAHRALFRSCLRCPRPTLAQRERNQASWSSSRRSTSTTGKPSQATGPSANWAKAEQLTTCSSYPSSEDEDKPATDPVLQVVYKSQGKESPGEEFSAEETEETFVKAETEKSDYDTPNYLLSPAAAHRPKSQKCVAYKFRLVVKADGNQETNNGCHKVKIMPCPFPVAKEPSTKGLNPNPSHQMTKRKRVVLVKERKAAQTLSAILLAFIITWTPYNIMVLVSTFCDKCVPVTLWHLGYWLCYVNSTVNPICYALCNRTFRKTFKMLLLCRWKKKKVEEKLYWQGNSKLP
M5 ag = human M5 muscarinic receptor agonists, primary screen, CHO-K1 cells, Fluo-8 calcium fluorescence. actives 0.19% (n = 360,000). CHO-K1 hM5 cells; 0% DMSO wells, 100% maximal acetylcholine response. Muscarinic acetylcholine receptor M5 (Homo sapiens), P08912. activation, % at 3 µM;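 active = activation above the run's mean over test compounds plus 3 SD, cut at about 23% in these data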;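 note: signal is peak over basal fluorescence ratio across the kinetic read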
CHRM1 antagonist = human M1 muscarinic receptor antagonists, primary screen, CHO-K1 cells, Fluo-8 calcium fluorescence, 1536-well; Muscarinic acetylcholine receptor M1 (Homo sapiens), P11229; CHO-K1 hM1, ACh EC80 antagonist; inhibition, % at 3 µM; actives 1.3% (n = 360,000); AID 588852, 2011;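 active = percent inhibition above its own plate's cutoff, namely the mean of that plate's compound wells plus 3 SD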;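 note: peak over basal fluorescence ratio during 140 s after agonist addition; 0% = ACh EC80 plus DMSO and 100% = DMSO alone without agonist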
Target sequence (P11229 whole entry, looked up): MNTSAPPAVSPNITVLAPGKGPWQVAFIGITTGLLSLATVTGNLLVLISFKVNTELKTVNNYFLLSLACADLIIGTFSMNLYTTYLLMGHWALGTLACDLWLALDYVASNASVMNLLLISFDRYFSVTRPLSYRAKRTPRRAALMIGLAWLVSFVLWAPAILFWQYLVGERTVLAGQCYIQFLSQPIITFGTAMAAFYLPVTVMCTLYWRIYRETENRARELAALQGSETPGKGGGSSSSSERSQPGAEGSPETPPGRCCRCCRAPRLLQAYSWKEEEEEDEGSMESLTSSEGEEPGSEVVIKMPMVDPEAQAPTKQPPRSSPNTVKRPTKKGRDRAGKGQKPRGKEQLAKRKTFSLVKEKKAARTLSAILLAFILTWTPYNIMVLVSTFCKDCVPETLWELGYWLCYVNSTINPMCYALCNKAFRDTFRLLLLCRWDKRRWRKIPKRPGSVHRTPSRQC
CHRM4 antagonist = human M4 muscarinic receptor antagonists, primary screen, CHO cells, Fluo-8 calcium fluorescence; Muscarinic acetylcholine receptor M4 (Homo sapiens), P08173; CHO-hM4 cells, ACh EC80; inhibition, % at 3 µM; actives 0.73% (n = 360,000);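 active = inhibition above its plate's cutoff, the mean inhibition of sample wells plus 3 SD, cut at about 27% in these data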;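 note: 0% = acetylcholine EC80 with DMSO and 100% = DMSO without agonist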
CHRM1 PAM = human M1 muscarinic receptor positive allosteric modulators, primary screen, CHO-K1 cells, Fluo-8 calcium fluorescence, 1536-well; Muscarinic acetylcholine receptor M1 (Homo sapiens), P11229; CHO-K1 hM1, ACh EC20; 0% = ACh EC20, 100% = maximal ACh; activation, % at 3 µM; actives 0.088% (n = 360,000); AID 588819, 2011; in the data active = activation above about 19%, passing the limit was not always enough
CHRM4 PAM = human M4 muscarinic receptor positive allosteric modulators, primary screen, CHO-K1 cells, Fluo-8 calcium fluorescence; AID 624126, 2012; activation, % at 3 µM; actives 0.4% (n = 360,000); CHO-K1 hM4/Gqi5, ACh EC20; 0% = ACh EC20, 100% = maximal ACh;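 active = activation above its plate's cutoff, the mean activation of sample wells plus 3 SD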; note: some results filed as inactive read as strong as hits
CHRM4 agonist = human M4 muscarinic receptor agonists, primary screen, CHO-K1 cells, Fluo-8 calcium fluorescence | Muscarinic acetylcholine receptor M4 (Homo sapiens), P08173 | CHO-K1 hM4/Gqi5; vehicle 0%, full acetylcholine response 100% | activation, % at 3 µM | actives 0.14% (n = 360,000) | AID 624127, 2012;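 active = activation above the run mean over all test wells plus 3 SD, cut at about 32% in these data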;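 note: peak over basal fluorescence ratio per well then scaled between controls; 0% = DMSO wells and 100% = acetylcholine at EC100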
CHRM5 PAM = human M5 muscarinic receptor positive allosteric modulators, primary screen, CHO-K1 cells, Fluo-8 calcium fluorescence. CHO-K1 hM5, ACh EC20 PAM; 0% = ACh EC20, 100% = ACh EC100. activation, % at 3 µM. actives 0.3% (n = 360,000). AID 624038, 2012;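 active = activation above the run cutoff, the mean activation of all test compounds plus 3 SD, cut at about 18% in these data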
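Assay system: CHO-K1 hM5 cells. Also added: acetylcholine at EC20 concentration, added after compound. Dosing: 3 µM, single dose. Times: compound preincubation 140 s before EC20 acetylcholine addition. Signal: Fluo-8 calcium fluorescence. Measure: % activation relative to EC20 and EC100 ACh responses. Repeats: singlicate, one well per test compound.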
CRFR2-BP ag = agonists of CRF-BP/CRF-R2 complex, primary screen, cell-based, HEK293, calcium dye fluorescence, uHTS; calcium dye fluorescence (FLIPR); percent of saturating CRF peptide response; AID 588473, 2011; CRF-binding protein / CRF receptor 2 complex (human); actives 0.46% (n = 350,000); activation, % at 13.2 µM;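 active = activation of at least 50%, plus an integration ratio under a set limit after plate pattern correction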;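 note: plate controls were neutral control wells without compound for no effect and CRF at EC100 for full effect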
* hit, by the source's call; . = not tested or not shown. Not a hit list. About 2.8% of those tested had a hit in this group.

SMILES	CHRM5 antagonist	M5 ag	CHRM1 antagonist	CHRM4 antagonist	CHRM1 PAM	CHRM4 PAM	CHRM4 agonist	CHRM5 PAM	CRFR2-BP ag
COc1ccc(-n2c(C)cc(C(=O)CSc3nnc(-c4cccs4)o3)c2C)cc1	14	5	11	14	-9	4	9	-8	0.7
CCCCC(CC)C1OCC(CN2CCCC2)O1 (stereo not drawn)	8	-11	-2	-4	-3	10	0	-2	4.4
CCN1C(=O)[C@H]2[C@@H](c3ccc(C)cc3)N3C(=O)N(c4cccc(Br)c4)C(=O)[C@@]3(CC)[C@H]2C1=O	12	-7	-4	-19	6	13	2	-3	2.7
O=C(Nc1cc(-c2ccccc2)nn1-c1ccccc1)c1ccccc1F	9	0	2	-4	6	9	2	-6	-1.3
COc1cc(C(=O)OC(C)C(=O)NCC2CCCCC2)cc(NC(=O)c2ccco2)c1OC (stereo not drawn)	8	-5	8	-5	-5	-4	10	-39	-1.2
O=C(CSc1nnc(NC2CCCCC2)s1)Nc1ccc(N2CCOCC2)cc1	-6	1	-3	-4	-1	2	3	3	0.7
CCOC(=O)c1ccc(N/C=C/C(=O)c2ccco2)cc1	5	-2	-10	6	9	-4	1	-4	-0.6
O=C(CSc1nc2c(c(=O)n1-c1ccc(F)cc1)SCC2)N1CCCC1	2	-6	-7	-2	10	1	-2	5	-1.0
Cn1cc(-c2coc3c(C(=O)NCc4cccnc4)cccc23)cn1	0	1	-13	-6	7	4	3	0	.
CCCNC(=O)c1ccccc1N1CCN(CCCCN2C(=O)C3CCCCN3C2=O)CC1 (stereo not drawn)	3	-2	-14	-11	14	7	2	1	1.0
CCCc1ccc(S(=O)(=O)N2CCN(C(=O)CN3C(=O)NC(C)(C4CC4)C3=O)CC2)cc1 (stereo not drawn)	8	0	9	6	-3	-6	2	-11	-0.4
O=C(O)CSCC(=O)N1CCCCC1	10	-3	-10	8	6	2	1	10	-0.9
CCOc1ccc(N2C(=O)CC(N(Cc3ccco3)C(=O)CC)C2=O)cc1 (stereo not drawn)	-2	-2	-1	9	4	-3	0	-5	1.4
NC(=O)CC(NC(=O)c1ccc(Br)cc1)c1ccc(N2CCCCCCC2)c([N+](=O)[O-])c1 (stereo not drawn)	3	-5	13	3	-8	1	0	0	0.5
CCc1cc(C(=O)Cc2cnn(-c3ccccc3)c2)c(O)cc1O	11	1	3	-1	-3	-5	16	-5	-0.8
O=C(Nc1cccc2c1CCCC2)c1ccccc1Cl	1	-2	-15	0	11	-2	0	4	-0.6
Cc1cc(C)nc(-n2nc(C)cc2NC(=O)CN2CCCC(C)C2)n1 (stereo not drawn)	-4	-3	-1	-21	1	3	2	-5	2.8
C[C@H](NC(=O)c1ccccc1Cl)C(=O)NCc1cccs1	2	0	-1	7	6	-3	0	0	-1.2
Cc1ccc(C(=O)C2C(c3ccc(-c4ccccc4[N+](=O)[O-])o3)NC(=O)NC2(O)C(F)(F)F)cc1 (stereo not drawn)	-1	3	-11	0	1	1	3	1	-0.6
CCOC(=O)NC1(Nc2cccc(Cl)c2)Oc2ccccc2O1	5	-4	-5	1	5	10	1	7	-1.6
COc1cccc(CNS(=O)(=O)c2cn(C)cn2)c1	4	-2	-3	-15	-4	7	1	2	-1.8
O=C1CC(C(=O)N(c2ccc(F)cc2)C(C(=O)NC2CCCC2)c2ccccn2)CS1 (stereo not drawn)	8	-2	-1	-3	0	1	0	-6	-1.6
COC(=O)c1ccc(NC(=S)Nc2ccc(O)cc2)cc1	-5	4	2	0	4	-6	1	6	-1.1
CC1CCN(c2nc3ccc(C(=O)O)cc3s2)CC1	2	2	-3	6	6	11	0	3	0.6
COC(=O)CCCC1=CC2=CC(=O)C(C)(OC(=O)c3cccs3)C(=O)C2=CN1CCCCO (stereo not drawn)	2	-1	2	0	1	4	1	8	1.5
Cc1c(/C(O)=C2\C(=O)C(=O)N(CCN(C)C)C2c2cccs2)cnn1-c1ccccc1 (stereo not drawn)	7	1	-22	-3	12	18	1	4	1.5
CCn1nnc(NC(=O)c2cccc(-c3cc4ccccc4oc3=O)c2)n1	2	-2	0	-19	6	13	-3	-2	-1.7
CC(C)(O)[C@H](O)COc1c2occc2cc2ccc(=O)oc12	-8	-2	-3	-3	1	9	2	12	-0.7
CC1OC(C(C)(C)C)CC2=C1C(=O)OC(C)(C)O2 (stereo not drawn)	2	1	.	1	.	2	1	1	.
O=C(Cn1cc(C(F)(F)F)cc(Cl)c1=O)NCc1ccc(F)cc1	8	-4	-2	-1	4	4	3	-3	-0.6
Cc1cc(-c2ccc(S(=O)(=O)Nc3ccc(C#N)cc3)s2)on1	11	1	-13	8	1	-5	6	-11	-1.0
NCCCC[C@@H]1NC(=O)c2cc([N+](=O)[O-])cc(F)c2NCCCC[C@@H](C(N)=O)NC(=O)[C@H](CCC(N)=O)NC1=O	2	1	-2	10	3	5	0	13	2.2
Cc1[nH]n(-c2ccc(Cl)cc2)c(=O)c1C=NC12CN3CN(CN(C3)C1)C2	7	1	-13	-5	9	6	1	-2	-1.8
COc1ccc(NC(=O)COC(=O)c2ccc(Br)o2)cc1OC	-5	0	-31	-2	9	6	1	10	-2.7
Cc1cc(C)c(C)c(S(=O)(=O)N2CCN(C(=O)C3CCC3)CC2)c1C	7	5	-10	-1	3	0	3	-4	-0.8
C=CC[C@H](CC(=O)NCCO)C(=O)N[C@H](COC(=O)[C@@H](CC=C)CC(=O)OC(C)(C)C)Cc1c[nH]c2ccccc12	4	0	2	0	6	4	9	-13	0.9
COc1cccc(CNC(=O)c2cc(=O)[nH]c3ccc(S(=O)(=O)N4CCOCC4)cc23)c1	0	3	-4	1	7	10	2	1	-0.8
COc1ccccc1C(=O)Nc1ccc(S(=O)(=O)N2CCOCC2)cc1	-1	-2	2	-4	0	-4	3	-4	0.3
Cc1ccc(-c2csc3ncnc(N4CCN(C(=O)c5ccco5)CC4)c23)cc1	3	-2	-6	-3	3	4	7	-15	-1.5
CCOC(=O)Cc1csc(NC(=O)CCN2C(=O)c3cccc([N+](=O)[O-])c3C2=O)n1	-6	-1	-10	-13	4	-4	0	0	-2.6
COC(=O)Nc1ccc(S(=O)(=O)N2CCCC(C(=O)Nc3cccnc3)C2)cc1 (stereo not drawn)	3	3	8	10	-4	4	3	-1	-0.1
CC1CC(N(C(=O)c2ccco2)c2ccccc2)c2ccccc2N1 (stereo not drawn)	-5	-4	-18	-5	2	0	1	4	-0.4
O=C(CNc1cccc2ccccc12)N/N=C/c1ccccn1	11	3	9	16	-1	-7	1	-3	2.2
N#Cc1cccc(-c2cn(S(=O)(=O)c3ccc(Cl)cc3)nc2N)c1	3	1	-24	2	-1	2	4	0	3.1
Cn1cc(-c2ccno2)c(C(=O)O)n1	5	-3	5	7	-6	0	0	2	-0.9
O=C(Nc1cc(Cl)cc(Cl)c1)c1cnn2cccnc12	3	-1	-6	-4	4	-1	1	-1	0.1
COc1cc(/C=N/N2C(=O)c3ccccc3NC2(C)c2cccc([N+](=O)[O-])c2)cc(Br)c1O (stereo not drawn)	3	1	-7	-1	9	5	2	-2	-0.4
O=C(NNC(=S)NC(=O)c1ccc(F)cc1)c1ccncc1	18	1	1	4	-4	-1	10	-24	-1.6
Cc1ccccc1OC1CCN(C(=O)C2CCC(=O)N(C3CCCC3)C2)CC1 (stereo not drawn)	24	0	1	3	1	0	5	-9	-2.6
COc1ccc(NC(=O)C2C3C=CC4(O3)C2C(=O)N(CCCN2CCCCC2)C4C(=O)NC2CCCC(C)C2C)cc1 (stereo not drawn)	3	-2	-4	0	4	-2	0	14	0.0
CCOc1ccc(N=C2Sc3nc4ccc(C)cc4cc3CN2CCOC)cc1	5	-1	-1	-8	10	-3	1	2	2.7
CCCN(CC(=O)Nc1ccccc1C)C(=O)c1cc2ccccc2oc1=O	-2	1	-17	-3	7	2	0	1	3.6
CC(=O)CCc1oc2ccc(C)cc2c1Cc1ccccc1	-3	-7	-18	-14	22	-2	-2	2	0.8
CCO/C(C)=N/Oc1cc(OC)cc(OC)c1	-5	1	-1	0	0	-7	-2	2	.
Cc1ccc(NC(=O)c2cc(-c3ccccc3O)n[nH]2)cc1Cl	-2	-3	-11	-6	9	9	1	-1	4.5
COc1ccc(NC(=O)C2=CC(c3ccc(C)cc3)=NS(=O)(=O)N2C)cc1	-3	5	-4	-20	-1	-7	16	-9	-1.0
CC(C)C[C@@H]1Cc2[nH][nH]c(=O)c2[C@H](c2ccc(Cl)cc2)O1	-5	4	.	0	.	0	1	0	.
Cc1nn(C)c(C)c1CN(C(=O)C1CCC(=O)N(C2CCCCCC2)C1)C(C)C (stereo not drawn)	6	-3	-5	-9	4	3	2	-1	0.4
C/C(CC(=O)Nc1cccnc1)=N\NC(=O)c1ccc([N+](=O)[O-])c(Cl)c1	-11	-1	-5	-10	12	6	0	1	-1.2
Cc1cccc(NC(=S)NNC(=O)c2ccc3c(c2)OCO3)c1	-4	-1	-15	-14	5	14	0	-1	0.6

Next section, starting with the last three of the part before.
SMILES	CHRM5 antagonist	M5 ag	CHRM1 antagonist	CHRM4 antagonist	CHRM1 PAM	CHRM4 PAM	CHRM4 agonist	CHRM5 PAM	CRFR2-BP ag
Cc1nn(C)c(C)c1CN(C(=O)C1CCC(=O)N(C2CCCCCC2)C1)C(C)C (stereo not drawn)	6	-3	-5	-9	4	3	2	-1	0.4
C/C(CC(=O)Nc1cccnc1)=N\NC(=O)c1ccc([N+](=O)[O-])c(Cl)c1	-11	-1	-5	-10	12	6	0	1	-1.2
Cc1cccc(NC(=S)NNC(=O)c2ccc3c(c2)OCO3)c1	-4	-1	-15	-14	5	14	0	-1	0.6
O=C(CSc1nnc(NC(=O)C2CCC2)s1)Nc1ccccc1Br	-9	-2	-6	-17	8	8	4	14	-1.7
COc1ccc(C(=O)N[C@H](C(=O)Nc2nc3c(s2)CCCC3)C(C)C)cc1	1	-3	2	-4	-6	1	0	-3	-0.6
COC(=O)Cc1ccc(NC(=S)N2CCCC(CO)C2)cc1 (stereo not drawn)	4	0	-7	9	5	-6	1	-7	-0.4
O=C(C1CCCO1)N(c1cccc(Cl)c1)C1C=CS(=O)(=O)C1 (stereo not drawn)	-1	0	1	3	12	7	4	4	-0.7
O=C(O)CSc1nc2c(c(=O)[nH]1)CCCC2	-1	-4	-14	-6	5	8	0	5	-3.1
